Assay outcomes from PubChem.
G9a inh = qHTS Assay for Inhibitors of Histone Lysine Methyltransferase G9a. G9a H3K9 monomethylation, AlphaScreen, 2 h. Potency, µM (highest dose often 102 µM), for inactives: at the highest dose activity, negative = inhibition, hits mostly inhibitors. 350,000 compounds, 8.8% hits. AID 504332, 2011; further: potency means the concentration at half of the fitted maximal effect; on the % scale 0 is the no-effect control and ±100 the full control effect; nearly all actives have a fitted effect of over 75% in size
Target sequence (Q96KQ7 913-1193 limits assumed): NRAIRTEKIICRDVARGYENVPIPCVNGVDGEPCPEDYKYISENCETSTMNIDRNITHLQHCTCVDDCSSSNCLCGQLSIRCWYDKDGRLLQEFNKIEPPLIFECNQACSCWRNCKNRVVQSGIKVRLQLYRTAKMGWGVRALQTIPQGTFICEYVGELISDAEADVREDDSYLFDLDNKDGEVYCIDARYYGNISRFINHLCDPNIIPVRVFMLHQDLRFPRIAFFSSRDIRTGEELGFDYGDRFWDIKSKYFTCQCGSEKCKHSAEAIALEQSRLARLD
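AlphaScreen detection with an anti-monomethyl H3K9 antibody quantified product after a 2 h room-temperature reaction containing 500 nM biotinylated H3K9 peptide, 20 µM SAM and 20 nM enzyme, which had been preincubated 15 min with compound.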
PI4K2A block = qHTS for small molecular inhibitors of PI4K2A; Phosphatidylinositol 4-kinase type 2-alpha (Homo sapiens), Q9BTU6; purified PI4K2A, ADP-Glo luminescence, 1 h; active compounds read low; activity change, negative = inhibition, % at 76.9 µM; 420,000 compounds, 0.13% hits; in the data active means activity change below about -50%; inconclusive means mostly about -30% to -49%;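 further: -100% = wells without enzyme as full effect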
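ADP-Glo luminescence measured ADP generated by PI4K2A enzyme (4 ug/mL before mixing) with 1.2 mM PI substrate (pre-mix) and 300 microM ATP (pre-mix). Tris pH7.5 buffer with MgCl2, Triton X-100; 1 h reaction at ambient temperature.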
POLH inh = qHTS for Inhibitors of Polymerase Eta; DNA polymerase eta (Homo sapiens), Q9Y253; recombinant Pol eta, fluorescent DNA replication assay; Potency, µM (titrated, usually from 114 µM), inactives show at the highest dose activity change, negative = inhibition, hits mostly inhibitors; 390,000 compounds, 1.2% hits; AID 588591, 2011; further: potency means the concentration at half of the fitted maximal effect; on the % scale 0 is the no-effect control and ±100 the full control effect
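Pol eta (10 nM) was preincubated with compounds for 15 min at room temperature, after which fluorescent replication substrate (50 nM final) was added to start the reaction. Fluorescence was read kinetically at 0 and 10 min.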
Pin1 inhibitor = qHTS Assay to Find Inhibitors of Pin1. Peptidyl-prolyl cis-trans isomerase NIMA-interacting 1 (Homo sapiens), Q13526. Pin1 FP peptide displacement, HiFluor488, 10 min. Potency, µM (highest dose often 115 µM), for inactives: at the top dose activity, negative = inhibition, most hits filed as inhibitors. 390,000 compounds, 0.009% hits; active means well fitted inhibition curve with a large enough effect in the polarisation, with a control signal flat, not every such curve was filed as active; inconclusive means small, poorly fitted or top-dose-only effect, or effect the other way, or a change in a side signal; inactive means no such curve, though single readings can be large or run the other way; the % refers to the polarisation; further: potency means the concentration at half of the fitted maximal effect; on the % scale 0 is the no-effect control and ±100 the full control effect
JMJD2A Tudor = qHTS Assay for Inhibitors of JMJD2A-Tudor Domain. AlphaScreen JMJD2A-Tudor / H3K4me3 peptide binding. Potency, µM (titrated, usually from 114 µM), for inactives: at the highest dose activity change, negative = inhibition, most hits filed as inhibitors. 390,000 compounds, 4.4% hits. AID 504339, 2011; further: potency means the concentration at half of the fitted maximal effect; on the % scale 0 is the no-effect control and ±100 the full control effect; nearly all actives have a fitted effect of over 50% in size
PGK inhibitor = qHTS Assay to Find Inhibitors of Phosphoglycerate Kinase. AID 602233, 2012. Potency, µM (titrated, usually from 57.5 µM), for inactives: top-dose activity change, negative = inhibition, actives largely listed as inhibitors. 380,000 compounds, 0.043% hits. PGK/GAPDH coupled, Kinase-Glo luminescence, 60 min; further: potency means the concentration at half of the fitted maximal effect; on the % scale 0 is the no-effect control and ±100 the full control effect; nearly all actives have a fitted effect of over 60% in size
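Recombinant glycosomal PGK reaction used 1,3-bisphosphoglycerate generated in-well by GAPDH (100nM final) in 100mM TEA pH 7.6, 5mM MgCl2, 0.01% Tween-20. After 60 minutes at room temperature, ATP was read by Kinase-Glo Plus luminescence end-point.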
BAZ2B inh = qHTS Assay for Inhibitors of BAZ2B; Potency, µM (doses to about 114 µM), inactives show top-dose activity change, negative = inhibition, actives largely listed as inhibitors; AID 504333, 2011; 360,000 compounds, 4.4% hits; AlphaScreen BAZ2B-H3K14Ac peptide displacement; Bromodomain adjacent to zinc finger domain protein 2B (Homo sapiens), Q9UIF8; further: potency means the concentration at half of the fitted maximal effect; on the % scale 0 is the no-effect control and ±100 the full control effect; nearly all actives have a fitted effect of over 60% in size
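Inhibition is scored as reduced AlphaScreen emission. The BAZ2B/b-H3(5-23)K14Ac complex (50 nM each) in PBS pH 7.4, 0.01% Tween-20 meets compound (up to 110 uM) for 30 min at RT before bead addition.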
HP1b chromo inh = HTS for Inhibitors of HP1-beta Chromodomain Interactions with Methylated Histone Tails; Chromobox protein homolog 1 (Homo sapiens), P83916; Potency, µM (doses to about 114 µM), inactives show at the top dose activity change, negative = inhibition, usual class: inhibitors; AlphaScreen HP1-beta / biotin-H3K9me3 peptide binding; 390,000 compounds, 0.56% hits; further: potency means the concentration at half of the fitted maximal effect; nearly all actives have a fitted effect of over 70% in size; inactives centre near 23
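HP1-beta protein (50 nM final) preincubated 30 min at room temperature with biotinylated H3(1-18)K9me3 peptide (50 nM) in PBS pH 7.4, 0.01% Tween-20, then compound added for 30 min. AlphaScreen streptavidin donor/nickel chelate acceptor beads (10 ug/mL final), 30 min dark, luminescence read.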
GLS inh = qHTS for Inhibitors of Glutaminase (GLS) | Glutaminase kidney isoform, mitochondrial (Homo sapiens), O94925 | GLS enzymatic activity, qHTS titration | Potency, µM (doses to about 45.5 µM), inactives show at the highest dose activity change, negative = inhibition, actives largely listed as inhibitors | 410,000 compounds, 0.21% hits; further: potency means the concentration at half of the fitted maximal effect; on the % scale 0 is the no-effect control and ±100 the full control effect
Target sequence (O94925 whole entry, looked up, canonical isoform): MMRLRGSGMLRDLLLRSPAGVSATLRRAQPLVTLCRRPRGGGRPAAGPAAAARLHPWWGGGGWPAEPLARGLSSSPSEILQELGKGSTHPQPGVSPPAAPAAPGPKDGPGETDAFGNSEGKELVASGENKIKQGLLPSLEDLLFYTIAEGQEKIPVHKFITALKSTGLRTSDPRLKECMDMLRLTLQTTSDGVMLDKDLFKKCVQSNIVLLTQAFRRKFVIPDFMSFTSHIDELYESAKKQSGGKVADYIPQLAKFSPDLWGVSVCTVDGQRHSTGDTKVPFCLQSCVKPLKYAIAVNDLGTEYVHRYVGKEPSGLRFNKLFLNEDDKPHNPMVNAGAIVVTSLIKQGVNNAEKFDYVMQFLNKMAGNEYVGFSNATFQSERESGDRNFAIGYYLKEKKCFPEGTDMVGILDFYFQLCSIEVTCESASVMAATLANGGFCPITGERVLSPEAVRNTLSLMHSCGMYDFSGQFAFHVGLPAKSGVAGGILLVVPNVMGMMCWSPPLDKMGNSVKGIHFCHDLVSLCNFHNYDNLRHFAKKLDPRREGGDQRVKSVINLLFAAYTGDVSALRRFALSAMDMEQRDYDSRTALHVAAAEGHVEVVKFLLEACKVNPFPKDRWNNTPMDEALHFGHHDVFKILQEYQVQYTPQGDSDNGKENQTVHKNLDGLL
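hKGA in 45 mM KH2PO4 pH 8.2, 0.02% Tween-20 with pin-transferred compounds; 1 mM L-glutamine (stock) plus glutamate oxidase/HRP/Amplex Red coupling added. Fluorescence read initially and after 30 min at RT.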
* marks the source's active call; other numbers are inactive results; i = inactive; ? = inconclusive; . = no result given; & = joins results of further samples; [ ] = remark or other dose. Unless noted, the call rests on the fitted dose curve; in most records, active means well fitted curve in the direction sought with a large enough effect; inconclusive means small, poorly fitted or top-dose-only effect, or another doubt; inactive means no such curve, though single readings can be large; an effect the other way counts as inactive or inconclusive. Some of the compounds tested, so the mix of outcomes need not match the whole.

Results follow in this order: G9a inh	PI4K2A block	POLH inh	Pin1 inhibitor	JMJD2A Tudor	PGK inhibitor	BAZ2B inh	HP1b chromo inh	GLS inh
Cc1cc2oc(C(=O)N(Cc3ccc(N(C)C)cc3)CC3CCCO3)c(C)c2cc1Cl (stereo not drawn)
→ 14µM*	-5	-29%	7%	22µM*	i	14µM*	-21%	6%
Cc1cccc(C)c1NS(=O)(=O)c1ccc(NC(=O)c2ccc(Cl)c([N+](=O)[O-])c2)cc1
→ -12%[59 µM]	-2	-8%	3%	-24%	0%	?	19%	-3%
Cc1cccc2cc(C#N)c(NCCNC(=O)COc3ccccc3)nc12
→ -45%	4	-16%	1%	11%	i	-34%	29%	-1%
CCOC(=O)/C=C1/SCC(=O)N1CC(=O)Nc1cccc(F)c1
→ 13%[2.33 µM]	-4	-4%	?	-12%	i	4%	10%	1%
CCOc1ccc(S(=O)(=O)NCCC(=O)Nc2cccc(C(=O)OC)c2)cc1
→ -1%	9	-2%	-4%	-14%	9%	2%	5%	0%
COc1ccc(NC(=O)CN(C)C(=O)c2cc(C)on2)cc1
→ 9%	9	-6%	1%	-8%	7%	-4%	3%	1%
CN(C(=O)CSc1nc2ncccc2o1)c1ccc(F)cc1
→ -4%[59 µM]	0	-12%	-2%	-4%	-8%	-4%	46%[activator]	-7%
CC(C)(C)NC(=O)NCc1ccco1
→ 9%	-2	-4%	2%	-3%	-3%	-11%	16%	-2%
COc1ccc(CNC(=O)C(OC(=O)c2ccco2)c2ccccc2)cc1 (stereo not drawn)
→ ?	1	-19%	-6%	-13%	-2%	-16%	13%	-3%
O=C(c1ccc(CS(=O)(=O)c2ccc(Br)cc2)o1)N1CCCC1
→ -2%	-4	-7%	-7%	-19%	i	11%	46%[activator]	-2%
COc1ccc(CN2CCN(C(=O)C3CCC(CNS(=O)(=O)c4ccc(C)cc4)CC3)CC2)c(OC)c1OC (stereo not drawn)
→ -29%	-3	-12%	-8%	-32%	i	?	12%	6%
CC(C)Oc1ccc(C(CC(=O)O)n2cnnn2)cc1 (stereo not drawn)
→ -5%	1	-11%	-12%	-16%	-2%	.	12%	3%
CC(C)(C)C(=O)Nc1ccc(-c2cnco2)cc1
→ 20%[59 µM]	-3	-19%	-1%	-5%	-9%	1%	13%	9%
COc1cc(NC(=O)CSc2c3c(nc4ccccc24)CCC3)cc(OC)c1OC
→ -4%[59 µM]	6&0	1%&-17%	-1%&5%	-23%&-11%	-8%&11%	-3%	16%&14%	7%&12%
NC(=O)C1(N2CCCCC2)CCN(c2nc(-c3ccccc3)cs2)CC1
→ ?	1	-13%	2%	?	i	?	?	17%
Cc1ccc([C@@H]2[C@@H]3C(=O)N(C)C(=O)[C@@H]3[C@]3(C)C(=O)N(CC4CC4)CC(=O)N23)o1
→ -2%	0	-28%	-5%	-13%	-2%	5%	28%	-1%
O=C(CNC(=O)c1ccccc1Cl)N/N=C/C=C/c1ccccc1
→ ?	2	-19%	6%	7%	7%	-3%	23%	2%
COc1cc(NC(=O)c2ccccc2[N+](=O)[O-])ccc1NC(=O)C(C)C
→ ?	-2	-10%	1%	-3%	i	-3%	30%	-2%
CCO/C=C1/C(=O)N(CC)c2ccccc21
→ ?	-3	-2%	-5%	-9%[11.4 µM]	-5%	6%	-2%	-14%
COc1cccc(Nc2ncccc2C(=O)NCc2ccccc2)c1
→ 8.9µM*	-5	?	?	-25%	0%	1%	13%	-6%

Compounds shown so far containing a furan ring, fused or not:
Results follow in this order: G9a inh	PI4K2A block	POLH inh	Pin1 inhibitor	JMJD2A Tudor	PGK inhibitor	BAZ2B inh	HP1b chromo inh	GLS inh
Cc1cc2oc(C(=O)N(Cc3ccc(N(C)C)cc3)CC3CCCO3)c(C)c2cc1Cl (stereo not drawn)
→ 14µM*	-5	-29%	7%	22µM*	i	14µM*	-21%	6%
CC(C)(C)NC(=O)NCc1ccco1
→ 9%	-2	-4%	2%	-3%	-3%	-11%	16%	-2%
COc1ccc(CNC(=O)C(OC(=O)c2ccco2)c2ccccc2)cc1 (stereo not drawn)
→ ?	1	-19%	-6%	-13%	-2%	-16%	13%	-3%
O=C(c1ccc(CS(=O)(=O)c2ccc(Br)cc2)o1)N1CCCC1
→ -2%	-4	-7%	-7%	-19%	i	11%	46%[activator]	-2%
Cc1ccc([C@@H]2[C@@H]3C(=O)N(C)C(=O)[C@@H]3[C@]3(C)C(=O)N(CC4CC4)CC(=O)N23)o1
→ -2%	0	-28%	-5%	-13%	-2%	5%	28%	-1%

More entries.
molecule	G9a inh	PI4K2A block	POLH inh	Pin1 inhibitor	JMJD2A Tudor	PGK inhibitor	BAZ2B inh	HP1b chromo inh	GLS inh
Cc1ccc(OCc2nc3ccccc3n2Cc2ccccc2Cl)cc1	8%[59 µM]	3	-12%	7%	9%	3%	4%	28%	1%
Cc1c(C(=O)NCCc2ccc(S(N)(=O)=O)cc2)sc2nc3n(c(=O)c12)CCCC3	-10%[59 µM]	-9	-8%	5%	-25%	i	-10%	11%	9%
c1ccc(C(c2ccccc2)N2CCN(C(c3ccccn3)c3nnnn3C3CCCC3)CC2)cc1 (stereo not drawn)	10%	-2	-1%	2%	-20%	i	1%	16%	1%
CC[N+](CC)(CC)C/C=C/CN1CCCCC1	?	3	-6%	2%	-2%	-2%	2%	21%	22%
CCC1(C2=CCCCC2)C(=O)NC(=O)N=C1N (stereo not drawn)	.	7	-6%	-5%	-5%	-10%	.	26%	-11%
COc1cccc(/C=N/c2oc(-c3ccccc3)cc2C#N)c1O	-50%[59 µM]	-4	5%	?	-35%[57.1 µM]	-3%	?	-20%	56%[activator]
C#CCn1c(=NC(=O)c2ccc3c(c2)OCCO3)sc2cc(OC)c(OC)cc21	-19%[59 µM]	0	?	2%	-6%	-23%	5%	26%[57 µM]	-16%
O=C1/C(=C/c2cccs2)CCC1C1CCCC1 (stereo not drawn)	40%[59 µM]	5	-9%	-3%	19%	-2%	1%	39%[activator]	-7%
O=C(CSc1nc2nn(-c3ccccc3)c(=O)c-2c2n1CCCCC2)Nc1ccc(F)cc1F	1%[12.7 µM]	0	-6%	1%	-31%	9%	-3%	-2%	-1%
COC(=O)c1sccc1NC(=O)CSc1ccccc1N	-28%	2	-17%	6%	-9%	-4%	-30%	32%	1%
Cc1cc(C(C)(C)C)ccc1NC(=O)CC(C)(C)CC(=O)O	38%[59 µM]	-2	-15%	-1%	-10%	-5%	15%	35%	3%
COc1cccc(C(C(=O)NC2CCCCC2)N(C(=O)Cc2cccs2)c2ccc(-n3cnnn3)c(OC)c2)c1 (stereo not drawn)	8%[12.7 µM]	-2	2%	-1%	-7%	0%	-3%	21%	0%
CCCn1c(N)c(C(=O)CSc2nnc(-c3cccs3)n2C2CC2)c(=O)[nH]c1=O	.	-3	-6%	5%	-5%	-9%	.	15%	0%
O=C(c1ccc(-c2ccccc2)cc1)N1CCN(c2ncccn2)CC1	-42%	-7	3%	0%	-2%	-2%	1%	41%[activator]	-3%
N#C/C(=C\c1c(Cl)cccc1Cl)c1nn(-c2ccccc2)c(-n2cccc2)c1C#N	-12%[59 µM]	-1	-12%	25%	-29%	i	-25%	3%	-12%
O=C(Nc1ccc(F)cc1)c1ccc(NC(=O)C2CCCO2)cc1 (stereo not drawn)	-9%	-2	-1%	-1%	-10%	-6%	-18%	23%	-11%
CCOC(=O)/C(C#N)=C/c1c(N2CCN(C)CC2)nc2c(C)cccn2c1=O	?	9	-23%	-10%	0%	-4%	-1%	25%	-8%
Cc1ccccc1NC(=O)CN1CCC(NC(=O)Nc2ccccc2)CC1	-4%[12.7 µM]	3	2%	1%	-5%	3%	-1%	18%	1%
Cc1ccc(S(=O)(=O)Nc2cccc(-c3ccc(N4CCCCCC4)nn3)c2)c(C)c1	18%[0.501 µM]	-2	0%	22%	?	-4%	-12%	1%	6%
Cc1cccc(NS(=O)(=O)c2ccc(-c3cnc(C4CC4)o3)cc2)c1	?	0	-6%	-2%	5%	-4%	-30%	38%[activator]	-4%
COc1ccccc1N=Cc1nc(-c2ccccc2)oc1OC(C)=O	?	22	-3%	2%	-9%	2%	-3%	60%[activator]	-4%
